# Screening data: PubChem, several laboratories
# G6PDH counter: L. mesenteroides G6PDH inhibitors, counter-screen for G6PDH-coupled screening assays, biochemical, Leuconostoc mesenteroides enzyme | glucose-6-phosphate dehydrogenase [Leuconostoc mesenteroides] | Purified L. mesenteroides G6PDH, diaphorase/resazurin coupled fluorescence, 45 min | inhibition, % at 5 µM | actives 0.12% (n = 200,000) | AID 1020, 2008; in the data active means inhibition above about 50%
# Diaph inh CS: diaphorase inhibitors and chemical oxidizers, primary screen, counter-screen for diaphorase-coupled primary assays, biochemical, uHTS, resorufin fluorescence | diaphorase resazurin-to-resorufin fluorescence, NADH, 16 min; bacterial (C. kluyveri) enzyme, not human | inhibition, % at 20 µM | actives 0.69% (n = 190,000);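 active means primary screen inhibition at 20 µM above a set limit, cut at about 50% in these data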;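 further: plate controls were DMSO with full reaction for no effect and wells lacking NADH for full effect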
#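 Test system: Clostridium kluyveri diaphorase enzyme / Quantity: diaphorase at 0.14 U/mL in enzyme working solution / Incubation: 16-min room-temperature incubation before reading / Benchmarks: NADH-free wells as positive control, DMSO-only neutral wells / Signal: resorufin fluorescence 544/590 nm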
# TLR4 MyD88 comp: inhibitors of TLR4-MyD88 association in cells, primary screen, cell-based, HeLa CL3-4, BLA complementation, FRET ratio; Toll-like receptor 4 (Homo sapiens) + Myeloid differentiation primary response protein …; HeLa CL3-4 TLR4/MyD88 BLA complementation; inhibition, % at 8.4 µM; AID 861, 2007; actives 0.18% (n = 200,000); in the data active means inhibition above about 25%;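 further: 0% = vehicle and 100% = reference inhibitor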
# Target sequence (O00206 whole entry, looked up): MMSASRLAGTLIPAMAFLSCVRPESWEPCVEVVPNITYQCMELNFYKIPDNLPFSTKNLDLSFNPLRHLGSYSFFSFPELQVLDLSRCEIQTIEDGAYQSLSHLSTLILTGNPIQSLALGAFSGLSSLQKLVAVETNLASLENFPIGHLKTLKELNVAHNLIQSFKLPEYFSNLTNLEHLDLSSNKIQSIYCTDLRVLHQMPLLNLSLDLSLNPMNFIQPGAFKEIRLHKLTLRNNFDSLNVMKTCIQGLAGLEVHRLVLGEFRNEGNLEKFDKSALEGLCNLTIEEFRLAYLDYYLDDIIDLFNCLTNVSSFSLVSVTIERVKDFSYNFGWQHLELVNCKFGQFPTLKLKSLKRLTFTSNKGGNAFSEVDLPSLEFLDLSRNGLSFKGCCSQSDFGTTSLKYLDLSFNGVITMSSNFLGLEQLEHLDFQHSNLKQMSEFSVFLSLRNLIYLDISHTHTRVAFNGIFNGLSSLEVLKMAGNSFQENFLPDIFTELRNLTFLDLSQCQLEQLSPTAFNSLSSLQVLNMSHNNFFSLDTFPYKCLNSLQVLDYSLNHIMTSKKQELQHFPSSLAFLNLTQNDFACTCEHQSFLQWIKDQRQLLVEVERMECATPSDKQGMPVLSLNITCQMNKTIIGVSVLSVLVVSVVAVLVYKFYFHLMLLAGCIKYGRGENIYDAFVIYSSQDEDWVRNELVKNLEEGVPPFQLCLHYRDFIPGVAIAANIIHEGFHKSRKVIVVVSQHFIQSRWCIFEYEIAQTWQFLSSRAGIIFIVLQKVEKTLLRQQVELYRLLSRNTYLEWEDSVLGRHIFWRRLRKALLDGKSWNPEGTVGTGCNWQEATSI
# Target sequence (Q99836 whole entry, looked up): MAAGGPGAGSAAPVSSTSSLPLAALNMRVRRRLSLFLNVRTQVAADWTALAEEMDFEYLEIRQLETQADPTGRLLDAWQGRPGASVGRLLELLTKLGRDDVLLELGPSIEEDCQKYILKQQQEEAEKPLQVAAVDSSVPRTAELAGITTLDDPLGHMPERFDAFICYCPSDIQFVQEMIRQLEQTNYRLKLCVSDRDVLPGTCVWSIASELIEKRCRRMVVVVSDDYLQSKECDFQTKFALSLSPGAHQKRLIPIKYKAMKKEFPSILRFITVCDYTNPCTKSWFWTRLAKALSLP
# Diaphorase act: compounds boosting diaphorase resazurin reduction – biochemical, uHTS, resorufin fluorescence, counter-screen for diaphorase-coupled primary assays, primary screen; actives 0.005% (n = 190,000); AID 1229, 2008; Diaphorase/resazurin coupled assay, 16 min; hits give high values; 1 = vehicle wells, 0 = NADH-free wells; activation factor at 20 µM;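 active means diaphorase activity raised at least twofold by the compound at 20 µM; inactive means activation factor below 2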
#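 Measured by – red resorufin fluorescence at 544/590 nm excitation/emission · Test system – Clostridium kluyveri diaphorase, purified enzyme · Incubation – reaction time 16 min, room temperature · Buffer or medium – 50 mM HEPES pH 7.4 with 4.542 mM MgCl2, 0.005% Tween 20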
# APP 5'UTR act: activators of APP 5'UTR luciferase reporter, primary screen, SH-SY5Y cells. SH-SY5Y APP 5'UTR luciferase reporter, luminescence; zero percent = DMSO vehicle wells. activation, % at 2 µM. actives 1% (n = 190,000);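 active means activation above a set limit, based on mean plus 3 SD of controls, cut at about 140% in these data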; further: values of inactives mirror those of a sister screen read the other way
# FLuc stim CS: FLuc activators, initial screening, artefact control for FLuc-dependent activation tests, biochemical, ATPlite luminescence | ATPlite luciferase biochemical, 10 min; 0 = ATP-free wells, 1 = DMSO control | Luciferin 4-monooxygenase (Photinus pyralis), P08659 | activation factor at 10 µM | 200,000 tested, under 10 active | AID 1027, 2008;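 active means luciferase activation factor, scaled between plate controls, of at least 2 with compound at 10 µM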
#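 System: luciferase plus luciferin reagent, cell-free; medium: PBS as buffer for the ATP substrate; dosing: test compounds dosed from 2 mM stocks in 100% DMSO; timing: 10 min post-reagent at room temperature; measured by: luminescence measurement of luciferase light output; evaluation: luciferase activation, seen as luminescence increase over controls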
# FLuc inhib CS: firefly luciferase enzyme inhibitors, primary screen, artefact control for luciferase-based inhibitor screens, biochemical, luminescence, ATPLite. 10 min. inhibition, % at 10 µM. actives 1.5% (n = 200,000);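 active means inhibition above about 50% when tested at 10 µM, limit read from the data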
# STAT1 act: STAT1 signaling activators, primary screen, cell-based, HTS, luciferase reporter | actives 2.6% (n = 200,000) | AID 932, 2007 | NIH 3T3 STAT1-luciferase reporter, IFN-gamma, luminescence; 100% = IFN-gamma alone, no compound | activation (% of control), % at 5.5 µM;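 active means activation above the screen-wide mean activation plus 3 SD, cut at about 130% in these data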;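 further: raw ratio to IFN-gamma control signal so 100% means no change and 0% no light; values of inactives mirror those of a sister screen read the other way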
# NF-kB neuron act: activators of NF-kB expression in neurons, primary screen, cell-based, HTS | human neuronal cells, NF-kB reporter expression; hits give high values | fold change at 12.5 µM | actives 1.6% (n = 190,000) | AID 1239, 2008; in the data active means fold change above about 3.3
# APP 5UTR inh: inhibitors of APP translation via 5'UTR reporter, primary screen, APP 5'UTR luciferase, SH-SY5Y cells; actives 0.82% (n = 190,000); SH-SY5Y APP 5'UTR-luciferase reporter, luminescence; inhibition, % at 2 µM;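 active means inhibition above a set limit, derived from the sample mean plus 3 SD, cut at about 45% in these data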; further: values of inactives mirror those of a sister screen read the other way
# * = called active by the depositor; . = no result given.
smiles	G6PDH counter	Diaph inh CS	TLR4 MyD88 comp	Diaphorase act	APP 5'UTR act	FLuc stim CS	FLuc inhib CS	STAT1 act	NF-kB neuron act	APP 5UTR inh
CCOC(=O)CCP(=O)(O)C(C)(O)c1ccccc1 (stereo not drawn)	5.9	12.3	4.1	0.9	-14.6	1.1	-12.0	100.8	1.46	14.6
O=C1Cc2ccccc2Sc2ccccc21	8.2	2.6	-13.1	1	-14.5	1	-4.0	95.4	1.28	14.5
O=C(CCC(=O)OCC(F)(F)C(F)F)Nc1ccc(F)cc1F	-1.9	6.3	-2.6	0.9	0.1	1	-1.5	99.2	1.17	-0.1
CCOC(=O)N1CCC(NC(=O)c2cccc3c2C(=O)N(CCOC)C3)CC1	-3.3	11.5	0.0	0.9	1.3	1.1	-8.0	100.7	0.98	-1.3
CCc1ccc(OCCOCC(O)CNC(C)(C)C)cc1 (stereo not drawn)	-5.7	8.9	-0.8	0.9	7.1	1	-4.8	104.3	0.91	-7.1
Cc1cc(C)cc(NC(=S)NCc2cccnc2)c1	-4.1	-6.6	-0.7	1.1	-14.6	0.9	7.3	92.7	0.92	14.6
COc1cnc(-c2ccccn2)nc1Oc1ccc(Cl)c2ccccc12	13.2	-7.8	10.2	1.1	.	1.1	-8.4	98.9	0.78	.
Cc1ccc(-c2noc(C3CCCN(C(=O)C4CCCCC4)C3)n2)o1 (stereo not drawn)	0.4	18.3	-3.6	0.8	-5.7	1	-1.2	88.1	1.33	5.7
O=C(Nc1nccs1)c1c(O)c2cccc3c2n(c1=O)CCC3	4.4	6.5	-3.0	0.9	3.8	1	-4.3	93.9	1.03	-3.8
COc1ccc(N2CC(C(=O)N/N=C/c3cccs3)CC2=O)cc1 (stereo not drawn)	5.4	-19.7	7.3	1.2	15.4	1	-0.5	95.3	1.19	-15.4
CSc1nnc(-c2cccs2)n1C	6.6	.	2.8	.	10.8	1	1.8	101.4	1.2	-10.8
Cc1nn(CCCC(=O)O)c(C)c1[N+](=O)[O-]	4.3	3.8	0.9	1	-4.1	1	-3.9	98.8	1.02	4.1
O=C(Nc1cccc(-c2nc3ccccc3s2)c1)C1=COCCO1	-1.2	12.1	-6.5	0.9	9.3	0.8	15.1	107.5	1.11	-9.3
CCOC(=O)c1cnc(SC)nc1Oc1cccc(NS(=O)(=O)c2ccc(F)cc2)c1	16.6	9.4	-2.3	0.9	-4.5	1	-4.4	98.3	0.53	4.5
Clc1ccc(NC2=NCCC2)cc1Cl	7.1	7.8	-0.7	0.9	2.9	1.1	-6.2	96.5	0.93	-2.9
COc1ccc(OCCSc2n[nH]c(N)n2)cc1	0.6	-7.1	3.6	1.1	-2.2	1	-3.6	102.5	1.32	2.2
Cc1ccc(NC(=S)Nc2cccc3cnccc23)cc1	32.5	49.2	4.8	0.5	-10.4	1	4.1	95.1	1.39	10.4
CCC(=O)N1CCN(c2ccc(OC)cc2[N+](=O)[O-])CC1	-2.0	9.7	7.7	0.9	-1.9	1	-0.9	99.0	1.03	2.0
O=C(c1cccnc1NCc1ccc(F)cc1)N1CCOCC1	7.2	12.3	1.6	0.9	-11.0	1	-4.7	91.5	1.13	11.0
COc1ccc(C2C3=C(CCCC3=O)Nc3nc(C(F)(F)F)nn32)c(OC)c1OC (stereo not drawn)	-3.0	-8.0	-2.6	1.1	-6.0	1	0.1	91.2	1.18	6.0
CN(Cc1ccccc1)c1nc2c(c(=O)n(C)c(=O)n2C)n1CCCc1ccccc1	-33.8	21.2	-13.3	0.8	1.4	1.1	-5.4	99.4	0.48	-1.4
COCCn1c(-c2ccc(OC)cc2)cnc1SCC(=O)Nc1ccc(OC)cc1OC	8.3	2.2	-3.6	1	-0.6	1	0.0	96.7	0.81	0.6
O=C(NCCCO)NC(=S)c1cccc2ccccc12	-2.5	-14.8	-0.6	1.1	1.2	1	0.8	92.2	1.17	-1.3
O=C(Cn1nnc2ccccc2c1=O)NCc1ccco1	4.6	6.0	7.8	0.9	-2.6	1.1	-10.1	102.7	1	2.6
O=C(CCc1nc2ccccc2n1-c1ccccc1)NCCO	7.8	11.8	-13.3	0.9	18.6	1.1	-8.3	99.6	1.13	-18.6
O=C(N/C(=C/c1ccccc1Cl)C(=O)N1CCCC1)c1ccccc1	8.6	-20.0	-5.5	1.2	1.6	1	-3.0	101.9	1.19	-1.6
CCOC(=O)CNC(c1ccccc1)c1cc(Br)ccc1NC(=O)CCN1CCOCC1 (stereo not drawn)	24.1	16.8	6.2	0.8	-5.0	1	-1.3	96.3	1.16	5.0
COc1cccc(C(=O)Oc2ccc(N3C(=O)CCC3=O)c(C)c2)c1	-7.4	11.8	11.9	0.9	-2.3	0.9	9.8	108.4	1.12	2.3
CCOC(=O)C1CCCN(Cc2c(F)cccc2Cl)C1 (stereo not drawn)	-1.3	5.4	11.0	0.9	7.4	1	0.4	104.4	0.96	-7.4
Cc1sc2nc(-c3cccnc3)[nH]c(=O)c2c1-c1ccccc1	-3.1	5.9	6.6	0.9	-27.2	1	2.5	111.3	1.19	27.2
CCCCC(=O)N/N=C/c1cc([N+](=O)[O-])ccc1N1CCOCC1	-4.5	-8.1	-9.5	1.1	-13.1	1	-2.8	93.3	1.09	13.1
C=CCN1C(=O)/C(=C/c2ccc(O)c(OC)c2)S/C1=N/c1nccs1	-10.6	25.3	3.1	0.7	12.8	1.1	-8.2	102.7	0.34	-12.8
O=c1nc2n(c3cccc(Cl)c13)CCCCC2	5.7	7.7	-11.0	0.9	0.2	1	-4.2	96.8	1.3	-0.2
COc1ccc(-c2csc(NCc3ccco3)n2)cc1	-7.2	16.3	8.5	0.8	157.7*	0.3	71.9*	135.2*	6.2*	-157.7
O=C(CN1CCCCC1)N/N=C/c1ccccc1OCc1ccccc1	-1.9	14.9	-5.6	0.9	21.6	1	-2.3	105.7	1.45	-21.6
CS(=O)(=O)Nc1ccc2c(c1)nc1n2CCOC1	2.0	17.1	1.2	0.8	12.5	1.1	-6.1	96.9	1.23	-12.5
COc1ccccc1C(=O)N/N=C/c1cnc2ccccc2n1	0.4	6.8	13.9	0.9	39.6	0.9	10.5	98.1	1.18	-39.6
COc1ccc(-c2noc(-c3ccccc3C(=O)Nc3cccnc3)n2)cc1	0.7	6.4	-10.8	0.9	-3.7	0.9	8.2	105.1	0.77	3.7
COc1ccc(S(=O)(=O)N2CCc3ccccc3C2)cc1OC	13.1	16.2	0.7	0.8	-1.7	1	0.8	87.7	0.98	1.7
COc1ccc2c(c1)CCc1c(C(=O)N3CCCCCC3)noc1-2	12.9	20.1	3.5	0.8	129.9	0.9	11.9	136.2*	3.4*	-129.9

# Three entries out of the list above, ordered by their value in STAT1 act, lowest first.
Molecule | TLR4 MyD88 comp | APP 5'UTR act | FLuc stim CS | FLuc inhib CS | STAT1 act | NF-kB neuron act | APP 5UTR inh
COc1ccccc1C(=O)N/N=C/c1cnc2ccccc2n1 | 13.9 | 39.6 | 0.9 | 10.5 | 98.1 | 1.18 | -39.6
O=C(CCc1nc2ccccc2n1-c1ccccc1)NCCO | -13.3 | 18.6 | 1.1 | -8.3 | 99.6 | 1.13 | -18.6
C=CCN1C(=O)/C(=C/c2ccc(O)c(OC)c2)S/C1=N/c1nccs1 | 3.1 | 12.8 | 1.1 | -8.2 | 102.7 | 0.34 | -12.8

# Next section
smiles	G6PDH counter	Diaph inh CS	TLR4 MyD88 comp	Diaphorase act	APP 5'UTR act	FLuc stim CS	FLuc inhib CS	STAT1 act	NF-kB neuron act	APP 5UTR inh
CCC(=O)Nc1c(C)c(CC)nc2ccccc12	-13.3	4.5	-0.5	1	6.8	1.1	-9.8	99.8	0.82	-6.8
O=C(COc1ccccc1C(=O)Nc1ccccc1)c1ccc(Br)cc1	-0.9	10.3	-10.4	0.9	8.9	1.1	-6.6	105.9	1.23	-8.9
COc1ccc(NC(=O)/C(C#N)=C/c2cc(C)n(-c3ccc(N4CCOCC4)c([N+](=O)[O-])c3)c2C)cc1	-16.1	14.2	-1.6	0.9	-10.1	1	-0.9	107.4	0.44	10.1
c1ccc2sc(SCc3ccc(-c4nnco4)cc3)nc2c1	-5.5	22.8	-2.8	0.8	120.8	0.9	6.8	119.3	4.24*	-120.8
O=C(N/N=C/c1ccco1)c1ccccn1	5.2	4.5	1.5	1	67.9	0.7	25.6	113.6	1.75	-67.9
O=C(CN1CCCCCC1)N/N=C/c1cccc(Cl)c1	12.2	8.1	-17.8	0.9	4.7	1	-4.3	95.3	1.46	-4.7
CCN1CCN(C(=S)NCC2CCCO2)CC1 (stereo not drawn)	6.3	1.8	6.7	1	28.5	1	-4.9	106.5	0.98	-28.5
Cc1c(-c2nc(-c3cccnc3)no2)cccc1[N+](=O)[O-]	12.0	1.7	6.5	1	13.1	0.9	7.6	120.3	1.09	-13.1
Cc1ccc(-c2nn3c(C)nnc3c3ccccc23)cc1S(=O)(=O)NCCO	8.0	0.4	-3.5	1	-5.0	1	-3.9	92.5	1	5.0
CCCN(CCC)CCCNC(=O)C1c2cc(OC)c(OC)cc2C(=O)N(C)C1c1cccnc1 (stereo not drawn)	3.3	-2.1	-2.8	1	-11.2	1	1.8	104.3	1.2	11.2
CCCCC[n+]1cccc2c3ccccc3ccc21	3.9	-3.9	17.7	1	-16.2	1	-1.6	70.1	0.96	16.2
Cn1c(=O)c2c(nc(N3CCc4ccccc4C3)n2C)n(C)c1=O	18.6	-13.9	-10.4	1.1	15.5	1	-2.3	99.7	0.92	-15.5
COc1ccc(CCNc2oc(-c3ccccc3OC)nc2C#N)cc1OC	-14.5	22.7	-15.0	0.8	-5.6	1.1	-9.6	100.2	0.9	5.6
CCCCCOC(=O)Cn1c(=O)oc2ccc(C)cc21	-2.1	7.7	-1.2	0.9	-10.6	1	-0.6	97.6	1.33	10.6
CCCCC(=O)Nc1ncc(Br)s1	-0.8	12.4	-5.3	0.9	-13.9	1	-0.3	114.2	1.46	13.9
CCC(=O)Nc1c(C)nn(-c2ccc(C)c(C)c2)c1C	-0.2	8.2	-15.3	0.9	-1.1	1	3.1	109.4	1.47	1.1
